Cdc42 wt GTP – changes GTP binding to wildtype human Cdc42. percent activity (GTP binding), % at 10 µM. 190,000 compounds, 0.2% hits. P60953. GST-Cdc42 beads, Bodipy-GTP binding, flow cytometry; actives lie on both sides;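 active = percent activity GTP binding at least 20 points away from the 100% baseline, either down as inhibitor or up as activator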;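 note: median bead fluorescence of bound Bodipy-FL-GTP at 100 nM; 0% = excess unlabeled GTP control and 100% = no compound control; below 100% means less GTP binding so inhibitor and above means activator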
Target sequence (P60953 whole entry, looked up): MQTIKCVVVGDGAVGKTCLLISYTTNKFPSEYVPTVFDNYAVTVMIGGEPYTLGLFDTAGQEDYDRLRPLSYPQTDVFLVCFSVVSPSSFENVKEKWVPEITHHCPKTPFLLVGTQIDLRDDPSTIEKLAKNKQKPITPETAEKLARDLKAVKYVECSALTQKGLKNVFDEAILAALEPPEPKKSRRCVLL
HRas wt GTP bind – modulators of GTP binding to human HRas wildtype; P01112; GST-Ras wt beads, Bodipy-FL-GTP binding, flow cytometry; actives lie on both sides; GTP binding activity, % at 10 µM; 190,000 compounds, 0.14% hits; AID 759;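 active = GTP binding activity at least 20% away from the 100% baseline, either lowered as inhibitor or raised as activator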;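 note: 0% = unlabeled GTP competition control and 100% = no-compound control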
Target sequence (P01112 whole entry, looked up): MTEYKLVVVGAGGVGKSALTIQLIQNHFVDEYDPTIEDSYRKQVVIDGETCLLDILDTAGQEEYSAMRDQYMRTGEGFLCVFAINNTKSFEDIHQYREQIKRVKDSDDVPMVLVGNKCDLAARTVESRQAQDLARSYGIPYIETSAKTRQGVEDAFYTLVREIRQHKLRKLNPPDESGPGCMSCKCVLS
Mcl1-Bid inh – disrupts binding of human Mcl-1 to Bid peptide; Q07820; TR-FRET Mcl-1/Bid-Dy647 peptide binding, 1536-well; inhibition, % at 21.7 µM; 220,000 compounds, 0.97% hits; AID 1021;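 active = compounds that cut the binding signal by more than half at the single screening dose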;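 note: His-tagged Mcl-1 with europium anti-His antibody binding Bid BH3 peptide; 0% = Mcl-1 plus peptide wells and 100% = peptide-only wells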
Target sequence (Q07820 whole entry, looked up): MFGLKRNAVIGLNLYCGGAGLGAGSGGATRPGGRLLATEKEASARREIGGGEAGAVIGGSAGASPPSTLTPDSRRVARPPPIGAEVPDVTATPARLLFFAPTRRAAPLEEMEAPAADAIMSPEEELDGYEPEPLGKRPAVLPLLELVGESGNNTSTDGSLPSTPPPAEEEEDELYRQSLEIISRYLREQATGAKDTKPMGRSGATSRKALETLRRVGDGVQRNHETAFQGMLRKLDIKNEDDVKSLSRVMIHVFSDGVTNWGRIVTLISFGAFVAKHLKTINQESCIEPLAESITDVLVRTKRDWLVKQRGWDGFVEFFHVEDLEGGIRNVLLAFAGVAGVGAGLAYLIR
Rac1 wt GTP bind – modulators of human Rac1 wildtype GTP binding. GST-Rac1 beads, fluorescent GTP binding, flow cytometry; actives lie on both sides; 0 = cold GTP competed, 100 = untreated. GTP binding activity (% of control), % at 10 µM. 190,000 compounds, 0.27% hits;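 active = GTP binding activity at least 20 points away from the 100% control level, either lower or higher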
Rab2A wt mod – changes GTP binding to wildtype dog Rab2A, up or down | P61105 | 190,000 compounds, 0.19% hits | GTP binding activity, % at 10 µM | GST-Rab2 wt beads, Bodipy-GTP binding, flow cytometry;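 active = GTP binding activity at least 20 points away from 100%, either lowered or raised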;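 note: 0% = beads with excess unlabeled GTP and 100% = no-compound control corrected for plate trend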
Pf gametocyte – kills late stage P. falciparum gametocytes | P. falciparum stage V gametocytes, ATP luminescence, 24 h | inhibition, % at 10.9 µM | 150,000 compounds, 0.065% hits;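 active = inhibition above the mean plus 3 SD of compounds within the control limits, set per campaign, cut at about 38% in these data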;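 note: 0% = DMSO wells and 100% = medium only without gametocytes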
Rac1 act GTP bind – human Rac1 activated mutant GTP binding change | GST-Rac1 activated beads, fluorescent GTP binding, flow cytometry; actives lie on both sides; 100% means binding = to untreated wells | 190,000 compounds, 0.11% hits | percent activity (GTP binding), % at 10 µM | P63000 | AID 764;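 active = GTP binding at least 20 percentage points away from the 100% baseline, in either direction, so actives lie on both sides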
Rab7 wt modul – alters GTP binding to wildtype dog Rab7. GST-Rab7 beads, fluorescent GTP binding, flow cytometry; actives lie on both sides; untreated = 100%, excess cold GTP = 0%. GTP binding activity (percent of control), % at 10 µM. 190,000 compounds, 0.055% hits. AID 758;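 active = fluorescent GTP binding to Rab7 beads changed by at least 20 points from the 100% baseline, either direction, mostly lower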;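 note: median green fluorescence of bound Bodipy-FL-GTP per Rab7 bead population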
Mcl1 Noxa PPI – disrupts binding of human Mcl-1 to Noxa peptide | AID 1022 | inhibition, % at 21.7 µM | 220,000 compounds, 1.5% hits | Q07820 | TR-FRET Mcl-1/Noxa peptide binding, 2 h;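 active = compounds that cut the protein-peptide binding signal by more than 50% relative to plate controls in a single-dose test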;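 note: His-tagged Mcl-1 with rhodamine Noxa BH3 peptide and terbium anti-His antibody; 0% = Mcl-1 plus Noxa peptide wells and 100% = peptide-only wells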
Avidin bead fluor – avidin bead compound fluorescence profile; Avidin beads, compound fluorescence 488/530 nm, flow cytometry; hits give high values; fluorescence (KMESF) at 10 µM; 220,000 compounds, 0.38% hits; AID 1775; in the data active = fluorescence above about 47; note: inactives centre near 10
Mcl-1 Bim block – inhibitors of Bim-Mcl-1 interaction, human. AID 1009. Bead-based flow cytometry, Bim peptide-Mcl-1 binding. Q07820. 190,000 compounds, 0.1% hits. inhibition, % at 10 µM; in the data active = inhibition above about 40%;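 note: 0% = no compound tracer wells and 100% = peptide blocker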
* hit, by the source's call; . = not tested or not shown. Some of the compounds tested; count on the stated rates, not on these rows.

SMILES	Cdc42 wt GTP	HRas wt GTP bind	Mcl1-Bid inh	Rac1 wt GTP bind	Rab2A wt mod	Pf gametocyte	Rac1 act GTP bind	Rab7 wt modul	Mcl1 Noxa PPI	Avidin bead fluor	Mcl-1 Bim block
O=Cc1c(C(=O)O)n(Cc2ccc(Cl)cc2)c2ccccc12	100	104	-16	102	106	21	101	108	65*	7	-11
C#CC(CC)(CC)NC(=O)Nc1ccc(OCC)cc1	97	96	-16	100	96	-22	95	97	14	11	0
O=C(c1cccc(N2CCCC2=O)c1)N1CCC2(CC1)OCCO2	94	96	-6	94	94	18	94	98	-2	8	2
COc1ccc(N2C(=O)CC(N3CCC(n4c(=O)[nH]c5ccccc54)CC3)C2=O)cc1 (configuration not stated)	101	103	-9	108	101	.	100	105	23	10	2
CC(=O)c1c(C)n(C2CCCCC2)c2ccc(O)cc12	94	98	-35	98	97	.	98	99	20	22	0
O=c1[nH]c(=S)n(C2CC2)c(O)c1/C=N/N1CCOCC1	103	104	-21	105	103	5	103	103	9	10	-5
COC(=O)[C@@]1(Cc2ccc(F)cc2)[C@H]2c3cc(C(=O)N(C)C)[nH]c3C[C@H]2CN1C(=O)c1ccccc1	104	101	-10	105	101	.	99	102	0	7	1
O=C(c1ccccc1)C1CCCN(Cc2nc(-c3cnccn3)no2)C1 (configuration not stated)	97	98	-28	101	97	19	97	106	11	9	0
Cn1cnc([N+](=O)[O-])c1Sc1ccc([N+](=O)[O-])cc1	93	93	-22	93	93	.	92	91	-23	20	0
COc1cccc(N2CCN(Cc3cccc(Cl)c3)CC2)c1	106	105	-20	102	105	.	100	100	20	7	-5
Cc1ccc(-n2c(O)c(/C=C/C=Nc3ccccc3)c(=O)[nH]c2=O)cc1	105	100	-38	110	99	17	101	100	1	15	2
CC1=CC(=Cc2sc3ccccc3[n+]2C)C=C(C)O1	102	103	2	102	104	-6	100	98	21	9	1
C=CCOC(=O)COc1cc(C)cc2oc(=O)c3c(c12)CCC3	103	102	8	105	99	.	100	102	-6	33	-1
Cc1cccc(CN2CCCC(C(=O)c3ccc(C(F)(F)F)cc3)C2)n1 (configuration not stated)	94	100	-20	102	97	.	96	106	9	13	-2
Cc1cccn2c(=O)c3c(nc12)N1CCC(Cc2ccccc2)CC1C1(C3)C(=O)N(C)C(=O)N(C)C1=O (configuration not stated)	94	97	10	96	95	.	94	98	10	3	-2
O=C(C(=O)N1CCOCC1)c1cn(Cc2c(F)cccc2Cl)c2ccccc12	100	99	-64	98	101	-6	100	102	1	7	-3
CC(=NCCN1CCCCC1)c1c(O)n(-c2ccc(Cl)cc2)c(=O)[nH]c1=O	101	96	-12	95	100	.	96	96	-11	21	-6
c1ccc(C2=NP(N3CCOCC3)(N3CCOCC3)=NC(N3CCOCC3)=N2)cc1	97	98	-16	98	98	.	96	100	-13	11	0
CCN(CC)CCN=C(C)c1c(O)n(-c2ccccc2OC)c(=O)[nH]c1=O	98	96	-53	97	95	.	96	94	4	4	-4
Cc1cc(C(=O)N2CCC3(CC2)OCCO3)cs1	102	99	-15	107	99	.	97	95	8	10	-6
CCN1CCC2(CC1)NC(=O)c1ccccc1O2	98	97	-16	101	97	23	101	98	20	9	-2
ON1C2CCCCC2N(O)C1c1ccccc1F (configuration not stated)	97	99	-8	99	96	11	96	102	-2	35	0
CN1CCN(c2nc(N(C)C)oc(=O)c2C#N)CC1	100	100	-29	104	101	-48	100	101	10	12	-5
Cc1ccccc1-c1nc(CS(=O)CC(=O)N2CCC3(CC2)OCCO3)c(C)o1 (configuration not stated)	104	106	-19	104	105	12	101	97	-3	17	1
COC1=CCC2([N+](=O)[O-])CN(C)CC1([N+](=O)[O-])C2 (configuration not stated)	105	99	-23	103	96	-2	99	97	2	12	0
COc1ccc(N=C(C)c2c(O)n(C)c(=O)n(C)c2=O)c(OC)c1	103	101	-3	107	99	.	98	98	3	15	-2
Cc1nn(C2CCOC(C)(C)C2)c2c1C(c1ccc(OC(C)C)cc1)SCC(=O)N2 (configuration not stated)	99	100	7	99	99	-1	96	100	14	18	-2
NC(=O)CN1CC(c2ccccc2)CC1=O (configuration not stated)	104	105	-3	108	104	.	99	107	22	15	-4
Nc1c(C(=O)OCC2CCCO2)c2nc3ccccc3nc2n1Cc1cccs1 (configuration not stated)	100	99	5	97	99	.	99	100	14	23	1
CCN1CCN(Cc2cc(Br)ccc2O)CC1	103	103	8	105	102	.	101	99	28	10	0

2 compounds from above, showing only HRas wt GTP bind, Rac1 wt GTP bind and Cdc42 wt GTP:
SMILES | HRas wt GTP bind | Rac1 wt GTP bind | Cdc42 wt GTP
Nc1c(C(=O)OCC2CCCO2)c2nc3ccccc3nc2n1Cc1cccs1 (configuration not stated) | 99 | 97 | 100
NC(=O)CN1CC(c2ccccc2)CC1=O (configuration not stated) | 105 | 108 | 104

Entries of single compounds as entered above. Order of values: Cdc42 wt GTP	HRas wt GTP bind	Mcl1-Bid inh	Rac1 wt GTP bind	Rab2A wt mod	Pf gametocyte	Rac1 act GTP bind	Rab7 wt modul	Mcl1 Noxa PPI	Avidin bead fluor	Mcl-1 Bim block
CCN1CCN(Cc2cc(Br)ccc2O)CC1 is entered as 103	103	8	105	102	.	101	99	28	10	0
O=C(c1cccc(N2CCCC2=O)c1)N1CCC2(CC1)OCCO2 is entered as 94	96	-6	94	94	18	94	98	-2	8	2

New compounds follow
SMILES	Cdc42 wt GTP	HRas wt GTP bind	Mcl1-Bid inh	Rac1 wt GTP bind	Rab2A wt mod	Pf gametocyte	Rac1 act GTP bind	Rab7 wt modul	Mcl1 Noxa PPI	Avidin bead fluor	Mcl-1 Bim block
CC(=NCc1ccco1)c1c(O)n(-c2ccccc2)c(=O)[nH]c1=O	99	100	-44	96	96	-4	97	95	11	35	-3
Fc1ccccc1CCNCc1cccc2ccccc12	100	101	2	104	101	1	102	99	28	15	-2
N=C1c2ccccc2CN1NC(=O)c1ccc(Br)cc1	105	103	-6	105	101	11	100	102	21	6	-5
COc1ccc(C(=O)CN2CCCCC2)cc1	102	98	5	98	102	-2	96	99	22	8	-1
CC(=O)C1C2c3ccccc3OC1(C)N=c1s/c(=C/c3cnn(C)c3)c(=O)n12 (configuration not stated)	103	102	1	106	100	.	101	98	-8	7	-2
CCN(CC)CCNCc1nc2ccccc2c(=O)n1-c1ccc(F)cc1	101	99	-42	104	100	-5	99	100	15	6	0
O=c1[nH]cc(COCC(F)(F)C(F)(F)C(F)(F)F)c(=O)[nH]1	97	99	-42	100	98	9	95	94	-2	8	-1
CCc1nc(N2CCNCC2)c(C#N)c2c1CSC(C)(C)C2	99	98	-47	97	99	.	97	101	11	27	0
C1=C(CCNCc2ccccc2)CCCC1	97	103	-9	102	97	-13	93	102	-7	13	-1
CCN(CC)c1ccc(CNCCc2ccccc2F)cc1	96	98	-12	99	97	2	94	107	24	9	3
O=[N+]([O-])c1cc2c(cc1CNCCc1ccc3c(c1)OCO3)OCO2	100	96	56*	101	93	-27	94	93	20	10	-5
CC(=O)NNC(=O)CN1C(=O)CN=C(c2ccccc2)c2cc(Br)ccc21	100	97	7	101	100	2	97	93	-6	10	0
Cc1ccc(S(=O)(=O)Nc2cc(C(=O)N3CCC4(CC3)OCCO4)ccc2N2CCCCC2)cc1	102	101	-26	104	101	.	98	103	9	14	3
Cc1ccc(C)c(OCC(=O)N2CCN(Cc3ccc4c(c3)OCO4)CC2)c1	93	96	-4	96	95	-21	95	96	7	9	-2
CCc1cccc(C)c1NC(=S)N1CC2CC(C1)c1cccc(=O)n1C2 (configuration not stated)	101	99	-37	105	101	17	100	98	13	21	-1
COc1ccc(C[C@@H]2c3cc(O)c(OC)cc3CCN2C)cc1O	101	101	-7	103	99	23	96	100	8	11	-4
COc1ccc(CCn2c(O)c(C=NCc3ccc4c(c3)OCO4)c(=O)[nH]c2=O)cc1OC	103	103	-4	103	100	-16	101	98	0	10	-2
COc1ccc(Cn2c(O)c(/C=N/NC(=O)c3ccccc3O)c(=O)[nH]c2=O)cc1	97	101	-34	100	97	.	96	101	-15	6	0
Nc1c(C(=O)NCc2ccco2)c2nc3ccccc3nc2n1Cc1ccc(F)cc1	103	100	53*	102	102	-19	98	103	65*	11	0
COc1ccc(C(=O)CN2CCOCC2)cc1F	101	101	-1	107	101	-6	100	99	16	2	3
Nc1ccc(N=Nc2ccccc2)cc1	98	98	-26	97	98	17	95	107	8	24	0
CCOc1ccc(N2C(=O)NC(=O)/C(=C\c3ccc(N4CCCCC4)o3)C2=O)cc1	102	103	-44	103	103	16	100	102	-3	10	-1
CC1CCN2c3nc4ccccn4c(=O)c3CC3(C(=O)N(C)C(=O)N(C)C3=O)C2C1 (configuration not stated)	99	98	5	95	95	10	93	92	29	12	-1
Cc1cccnc1-n1c(-c2ccco2)nc2ccccc2c1=O	99	101	-20	103	101	11	100	101	7	10	-1
Cc1ccc(-c2ccc(=O)n(CCC(=O)N3CCC4(CC3)OCCO4)n2)cc1	97	100	-23	98	98	10	96	101	17	11	0
COc1cc2c(cc1OC)CN(c1ccc([N+](=O)[O-])c(C(F)(F)F)c1)CC2	101	100	-54	101	100	8	99	101	11	7	-14
O=C(N/N=C/C1C(=O)NC(=S)N(c2ccccc2)C1=O)c1cc(Br)c(O)c(Br)c1 (configuration not stated)	93	95	-69	96	95	.	93	101	32	9	0
COc1ccccc1N1C(=O)NC(=O)C(CCc2ccncc2)(CCc2ccncc2)C1=O	100	103	0	108	102	-12	100	101	-16	6	4
Cc1ccc2c(c1)CC1(CN2C)C(=O)NC(=O)N(c2cccc(C)c2C)C1=O (configuration not stated)	97	98	-23	99	98	.	96	99	0	6	-1
CCCCn1c(O)c(C(C)=NCc2cc(OC)cc(OC)c2)c(=O)[nH]c1=O	97	96	-10	98	94	8	95	96	5	13	0
CCOC(=O)C1=C(N)OC2=C(C(=O)CCC2)C12C(=O)Nc1ccccc12 (configuration not stated)	100	96	-20	101	100	.	97	96	-12	13	-5
COc1ccccc1N1CCN(Cc2c(F)cccc2F)CC1	100	98	1	97	98	.	95	99	28	11	0
CCCOC(=O)COc1cc(C)cc2oc(=O)c3c(c12)CCC3	103	103	-12	102	102	.	100	104	-14	12	-3
Clc1ccc(COC(Cn2ccnc2)c2ccc(Cl)cc2Cl)c(Cl)c1 (configuration not stated)	103	99	8	102	100	.	99	91	-81	11	-1
CC(C)CC(=O)NC(Oc1ccc(Cl)cc1)C(Cl)(Cl)Cl (configuration not stated)	102	104	3	106	101	.	103	105	-13	38	0
NNC(=O)c1ccc(Cl)cc1	99	100	-25	104	98	-10	98	97	9	6	-1
CCn1c(O)c(C(c2ccccn2)c2c(O)n(CC)c(=S)[nH]c2=O)c(=O)[nH]c1=S	101	102	4	101	100	-37	98	97	-2	34	0
CSc1ccc(C(=O)C2CCCN(Cc3cc4ccccc4[nH]3)C2)cc1 (configuration not stated)	95	99	-5	99	96	-14	94	102	5	10	-2

Screening data from PubChem BioAssay.
